OXTR agonist – agonists of human oxytocin receptor. P30559. CHO-OTR cells, Fluo-8 calcium fluorescence; normalized: DMSO 0%, oxytocin 100%. activation, % at 3 µM. hit rate 0.32% among 320,000. AID 2435;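 active = activation above the mean of all tested compounds plus 3 SD, cutoff set per screening run, cut at about 20% in these data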;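 note: peak over basal fluorescence ratio from a 100 s FLIPR kinetic read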
OXTR potentiate – human OXTR potentiation; activation, % at 3 µM; hit rate 0.061% among 320,000; P30559; CHO-OTR cells, Fluo-8 calcium fluorescence, potentiator mode; 0% = oxytocin EC15, 100% = EC100;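 active = activation above that plate's cutoff, the mean activation of tested compounds plus 3 SD, cut at about 6.6% in these data, passing the limit was not always enough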;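 note: 100% uses oxytocin at 75 nM as the full agonist control; some results filed as inactive read as strong as hits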
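Assay system: CHO-OTR cells, human receptor / Also added: oxytocin at about EC15, sub-maximal agonist stimulus / Dosing: single dose, 3.0 µM nominal final compound concentration / Incubation: 6 min pre-incubation, 100 s read / Technique: Fluo-8 calcium dye fluorescence / Read-out: % activation vs EC15 and EC100 oxytocin / Benchmarks: EC15 oxytocin low, 75 nM oxytocin high / Replicates: singlicate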
TAAR1 ag – agonists of human TAAR1 | Q96RJ0 | CHO RD-HGA16 TAAR1, Fluo-8 calcium fluorescence; vehicle wells 0%, saturating PEA agonist 100% | activation, % at 3 µM | hit rate 0.99% among 360,000;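 active = activation above the mean activation of all test compounds in the run plus 3 SD, cut at about 38% in these data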
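Benchmarks: low control DMSO, high control PEA (EC100); System: CHO RD-HGA16 cells carrying human TAAR1 plus Gα16; Detection: Fluo-8 fluorescence, 5 s baseline then 140 s kinetic read; Schedule: 17-24 h plating, Fluo-8 75 min 37 °C, 30 min RT; Read-out basis: % activation from peak over basal fluorescence ratio, DMSO-to-PEA scaled.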
M1 PAM – positive allosteric modulators of human M1 muscarinic receptor; CHO-K1 hM1, Fluo-8 calcium fluorescence, ACh EC20; 0% = ACh EC20, 100% = maximal ACh; hit rate 0.088% among 360,000; AID 588819; activation, % at 3 µM; P11229; in the data active = activation above about 19%, passing the limit was not always enough
Target sequence (P11229 whole entry, looked up): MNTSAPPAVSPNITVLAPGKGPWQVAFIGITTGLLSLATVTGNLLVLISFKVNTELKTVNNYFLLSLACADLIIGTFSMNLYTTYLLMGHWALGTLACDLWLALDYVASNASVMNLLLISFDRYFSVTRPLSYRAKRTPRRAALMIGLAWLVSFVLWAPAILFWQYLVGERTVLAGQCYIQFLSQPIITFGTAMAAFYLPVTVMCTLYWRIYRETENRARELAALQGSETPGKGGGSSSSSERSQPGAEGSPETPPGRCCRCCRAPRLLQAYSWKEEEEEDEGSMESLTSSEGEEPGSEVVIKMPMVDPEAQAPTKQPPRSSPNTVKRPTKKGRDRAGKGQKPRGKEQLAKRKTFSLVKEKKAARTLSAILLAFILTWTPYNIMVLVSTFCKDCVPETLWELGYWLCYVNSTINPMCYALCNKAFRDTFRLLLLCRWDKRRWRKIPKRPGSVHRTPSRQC
CHRM1 antagonist – blocks human M1 muscarinic receptor; CHO-K1 hM1, Fluo-8 calcium fluorescence, ACh EC80 antagonist; inhibition, % at 3 µM; hit rate 1.3% among 360,000; AID 588852;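 active = percent inhibition above its own plate's cutoff, namely the mean of that plate's compound wells plus 3 SD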;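 note: peak over basal fluorescence ratio during 140 s after agonist addition; 0% = ACh EC80 plus DMSO and 100% = DMSO alone without agonist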
V1R ag counter – activates human V1a receptor in oxytocin agonist counter-screen; activation, % at 3 µM; AID 2797; CHO-V1R cells, Fluo-8 calcium fluorescence, agonist mode; 0% DMSO, 100% 3 nM vasopressin; hit rate 0.25% among 320,000; P37288;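 active = activation above the mean activation of all tested compounds plus 3 SD, per screening run, cut at about 20% in these data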;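 note: signal is peak over basal fluorescence ratio across a 100 second FLIPR read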
Target sequence (P37288 whole entry, looked up): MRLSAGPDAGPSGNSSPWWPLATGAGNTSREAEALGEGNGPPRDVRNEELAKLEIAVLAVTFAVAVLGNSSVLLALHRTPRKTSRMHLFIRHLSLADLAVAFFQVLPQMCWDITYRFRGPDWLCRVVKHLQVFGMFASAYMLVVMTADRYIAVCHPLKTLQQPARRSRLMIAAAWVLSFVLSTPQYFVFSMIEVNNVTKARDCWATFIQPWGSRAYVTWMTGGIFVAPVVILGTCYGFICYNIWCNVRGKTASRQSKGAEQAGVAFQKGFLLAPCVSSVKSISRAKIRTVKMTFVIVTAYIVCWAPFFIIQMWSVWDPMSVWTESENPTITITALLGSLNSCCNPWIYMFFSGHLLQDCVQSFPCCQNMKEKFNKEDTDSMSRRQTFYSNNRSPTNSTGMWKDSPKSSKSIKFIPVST
CHO parental Ca – signal in parental CHO cells, OX1R antagonist counter-screen. inhibition, % at 5.6 µM. hit rate 0.63% among 330,000. parental CHO-K1, ATP-induced calcium, Fluo-8 fluorescence. AID 463079;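 active = inhibition above that plate's mean sample inhibition plus 3 SD, cut at about 26% in these data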;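 note: 0% = ATP-challenged DMSO wells and 100% = DMSO wells without ATP; some compounds past the cut are filed as inactive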
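Material: Parental CHO cells | Reagent: ATP | Compound dosing: Single nominal dose of 5.6 µM per compound | Detection: Intracellular calcium via Fluo-8 no-wash fluorescent dye | Read-out: % inhibition of ATP-induced calcium mobilization | Benchmarks: Low control ATP plus DMSO, high control DMSO only | Replicates: Singlicate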
TAAR1 antag – human TAAR1 antagonism | Q96RJ0 | CHO RD-HGA16 TAAR1, Fluo-8 calcium fluorescence, antagonist | inhibition, % at 3 µM | hit rate 1.5% among 360,000 | AID 624466;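 active = inhibition above a per-plate cutoff, the mean inhibition of test compounds on that plate plus 3 SD, cut at about 49% in these data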;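 note: 0% = DMSO plus EC80 beta-PEA response and 100% = DMSO alone without agonist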
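test system = CHO RD-HGA16 cells bearing hTAAR1 | replication = singlicate | controls = DMSO-only wells and EC80 β-PEA-stimulated wells | reagent = EC80 β-phenethylamine stimulus | read-out basis = percent inhibition of PEA-evoked calcium signal, max/basal emission ratio | schedule = seeding 17-24 h prior, 75-min 37 °C, 30-min RT dye loading | signal = kinetic Fluo-8 calcium fluorescence measurement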
M1 ag – activates human CHRM1 receptor. CHO-K1 hM1, Fluo-8 calcium fluorescence, agonist mode; 0% DMSO, 100% acetylcholine EC100. activation, % at 3 µM. hit rate 0.33% among 360,000;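 active = activation above the run's mean compound activation plus 3 SD, cut at about 16% in these data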;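 note: peak over basal fluorescence ratio within a 140 s kinetic read after compound addition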
* marks the source's active call; other numbers are inactive results; x = not tested or not shown.

Below each compound – M1 PAM, OXTR potentiate, TAAR1 antag, CHO parental Ca, M1 ag, OXTR agonist, CHRM1 antagonist, TAAR1 ag, V1R ag counter
CCOc1ccc(/C=C/C(=O)N(CC)CC(=O)NCc2cccs2)cc1OC
    0, -6, -9, -14, -3, -2.5, 9, 2, -1.3
CC(C)(C)c1ccc(S(=O)(=O)N2CCN(CC(O)COCC3CCCO3)CC2)cc1 (configuration not stated)
    0, -6, 16, -15, -2, 2.1, 1, 12, 1.8
O=C(Nc1ccn(CCCN2CCN(c3ccccn3)CC2)c(=O)n1)OCc1ccccc1
    -15, x, 1, x, -10, x, 9, 1, x
COC(=O)c1ccccc1S(=O)(=O)N1CCC(NC(=O)c2ccccc2)CC1
    2, 0, 6, -14, -4, -0.1, 0, 0, 2.5
O=c1c2ccccc2nc(/C=C/c2cc(Br)ccc2O)n1CCCO
    14, -13, 58*, -12, -1, 6.2, -1, 13, 5.4
CCC(=O)Nc1ccc(C(=O)NNC(=O)COc2cccc(C)c2)cc1
    5, -3, -3, -3, -5, -0.5, -8, 2, 0.1
COc1ccccc1N1CCN(CC(=O)Nc2nccs2)CC1
    6, -2, -6, -4, -3, -0.4, -6, -1, 1.1
Cc1ccc(-n2ncc3c2CC(C)(C)CC3NC(=O)c2cc[n+]([O-])cc2)cc1 (configuration not stated)
    3, -5, -5, 0, -3, -1.6, -8, 0, 0.1
COc1ccc(C(CNC(=O)COc2ccc(F)cc2Br)N2CCCC2)cc1 (configuration not stated)
    -5, -14, -2, -22, -5, 3.2, 3, 13, 1.8
COc1ccc(CCN2C(=O)CSC2=Nc2ccc(C)cc2C)cc1OC
    10, -10, -30, -1, -1, -1.5, -9, 0, 3.8
O=C(CSc1nc2ccccc2o1)N/N=C/c1ccc(O)c(O)c1
    6, -12, -10, 5, 0, -0.8, -13, 4, 1.2
O=C1NC(=O)C([N+](=O)[O-])=C(O)C1=O
    5, x, -26, x, 0, x, -7, 14, x
COCCN1C(=O)N[C@@H](c2cccc(F)c2)C(C(C)=O)=C1C
    14, -4, 7, -4, 1, -0.6, -13, 12, 0.5
CCCNC(=O)C(Cc1cccc(OC)c1)NC(=O)c1ccc(C(C)(C)C)cc1 (configuration not stated)
    8, 2, 4, -18, -8, -1.5, -7, 1, -0.2
CCc1oc2c(C)c(O)ccc2c(=O)c1-c1ccc2ccccc2n1
    -2, -6, 1, -24, -3, 2.2, 8, 12, 0.9
COc1ccc(NC(=O)C(=O)N/N=C/c2cc(C)n(-c3cccc(Cl)c3Cl)c2C)c(OC)c1
    9, -4, 10, -6, -3, -1.1, -7, 5, 0.3
COCCCN1C2=C(C(=O)CC(C)(C)C2)C(c2ccc(O)c(OC)c2)C2=C1CC(C)(C)CC2=O
    2, 2, -15, -13, -4, 0.8, 0, 0, 0.9
Cc1ccc(-n2cccn2)c(CN2CCCC(C(=O)c3ccc4c(c3)OCO4)C2)c1 (configuration not stated)
    3, -16, 6, -23, -14, 1.1, -4, 4, 1.6
C=CC(COCc1ccccc1)N(Cc1ccc(OC)cc1)S(=O)(=O)c1ccccc1Br (configuration not stated)
    3, -12, 16, 18, 1, 2.8, 3, 1, 1.2
O=C(O)C1C2CCC(C2)C1C(=O)Nc1ccccc1 (configuration not stated)
    2, -11, 3, -9, -3, 0.4, -7, -1, -1.6

Below each compound – M1 PAM, OXTR potentiate, TAAR1 antag, CHO parental Ca, M1 ag, OXTR agonist, CHRM1 antagonist, TAAR1 ag, V1R ag counter
O=C(NNC(=O)c1cc(O)c(O)c(O)c1)NC1CCCCC1
    12, -10, -22, 3, -3, -0.2, -20, -1, 0.0
COc1c(/C=N/NC(N)=S)c(C)nn1-c1ccccc1
    6, -11, 14, -10, -8, -0.9, -8, -1, -0.6
O=C(COc1ccccc1)NCC(=O)N/N=C/c1ccccc1
    7, 2, 3, -16, -6, 0.4, -5, 35, 0.6
COc1ccc(N2CCN(c3oc(Cc4ccccc4)nc3C#N)CC2)cc1
    3, -7, -3, -13, -4, -1.6, 6, 17, -1.4
CCCS(=O)(=O)C/C(N)=N/OC(=O)c1ccc(Cl)cc1
    16, -5, 4, 7, -2, 0.3, -18, 0, -1.1
CCCOc1ccc(C(C)=O)cc1CC(C(=O)OCC)C(=O)OCC
    6, -9, -1, -15, -1, -2.4, -1, 1, -1.6
CC(C)c1ccc(NC(=O)C2(C)Cc3c(-c4cccc(C(N)=O)c4)ccnc3O2)cc1 (configuration not stated)
    1, x, -17, x, -3, x, -3, 7, x
O=[N+]([O-])c1cc([N+](=O)[O-])c(Oc2c(F)cc(F)cc2F)cc1NN1CCCCC1
    13, -11, -3, -15, 0, -0.8, -20, 5, 0.2
Cc1cc(Cl)c(OCCCCN2CCOCC2)c(Br)c1
    -5, -2, 1, -12, -9, -2.1, 4, 6, 0.4
COc1ccc(-c2nnn(CC(=O)NC3CCCc4ccccc43)n2)cc1OC (configuration not stated)
    -1, -20, 12, -15, 0, 1.7, 7, 8, 1.8
CC1(C(=O)NCc2ccco2)Cc2c(-c3cccc(C(N)=O)c3)ccnc2O1 (configuration not stated)
    7, x, -22, x, -3, x, -7, 1, x
COc1ccc(OC)c(NC(=O)c2ccc(NC(C)=O)cc2)c1
    6, -5, 19, -21, -2, 0.7, -10, 4, -0.6
O=C(COC(=O)/C=C/c1ccc(S(=O)(=O)N2CCOCC2)cc1)Nc1ccc(F)c(F)c1F
    5, -8, 11, 3, 2, 6.6, -9, 8, 7.4
CCN(CC)S(=O)(=O)c1ccc(NC(=O)Cc2cccs2)cc1
    -2, -8, -1, 8, -9, 0.6, 4, 9, 3.7
CNC(=O)c1cc(NC(=O)CCn2nc(-c3ccccc3)c3ccccc3c2=O)ccc1OC
    1, -11, -5, -18, -5, -1.0, -14, 6, -1.0
COc1ccccc1C(CNC(=O)C(CCSC)NC(=O)c1ccccc1Cl)N1CCCC1 (configuration not stated)
    -1, x, -12, x, -8, x, -2, 1, x
CC(=O)Nc1cccc(C(=O)NNC(=O)c2n[nH]c(=O)c3ccccc23)c1
    6, -6, 4, -22, -2, 1.2, -3, 1, 0.9
O=C(NCCc1ccc(Cl)cc1)C1CCCN1C(=O)Nc1ccc(F)cc1 (configuration not stated)
    1, 4, 4, -17, -3, 1.5, -5, 2, 0.3
CCC(C)C(NC(=O)C1CCC(C)CC1)C(=O)NCc1cccnc1 (configuration not stated)
    5, 4, -5, -14, -5, -1.4, -2, 5, -0.1
COCCn1cnnc1SCC(=O)Nc1cccc(S(=O)(=O)N(C)c2ccccc2)c1
    9, -11, 13, -19, -7, 0.9, -2, 0, 0.5

Below each compound – M1 PAM, OXTR potentiate, TAAR1 antag, CHO parental Ca, M1 ag, OXTR agonist, CHRM1 antagonist, TAAR1 ag, V1R ag counter
CC(C)(C)n1nnnc1C(c1cccc(C(F)(F)F)c1)N1CCOCC1 (configuration not stated)
    0, -9, -21, -9, -3, -1.5, -1, 13, 0.3
Cc1occc1-c1nnc(SCC(=O)NC2CC2)n1C
    16, -7, -21, 1, 10, 0.1, -3, 1, -0.1
C=CC[C@@H](CC(=O)NCCO)C(=O)N[C@H](COC(=O)[C@@H](CC=C)Cc1ccc(F)cc1)Cc1c[nH]c2ccccc12
    3, -8, 29, -4, -1, 5.2, -6, 16, 4.5
Cc1ccc(S(=O)(=O)Nc2cc(Cl)ccc2-n2cncn2)cc1
    3, -8, 2, -13, -1, 1.0, -6, 2, 0.9
Cc1cccc(Nc2nc(C)nc3c2oc2ccccc23)c1
    -4, 0, 3, -22, -9, -2.0, 2, 3, 0.0
Cc1cc(C(=O)Cn2nnc(-c3ccc(Cl)cc3)n2)c(C)n1CC1CCCO1 (configuration not stated)
    -15, -13, 9, 0, -4, 10, 11, 4, 6.7
CN(C)CC(C)(C)CNC(=S)NCc1ccc2c(c1)OCO2
    -1, -4, 5, 0, -11, -0.3, 1, 0, 0.0
CCOc1cc2[nH]c(=S)n(CC3CCCN3CC)c(=O)c2cc1OCC (configuration not stated)
    -15, -3, 4, -21, -6, -0.7, 3, 1, -0.1
Cc1cccc(N2N=C(C(=O)Nc3nc(C)cs3)CCC2=O)c1
    1, -7, -4, -4, -1, -0.6, 3, 3, -0.2
COc1ccc(C(C(=O)NC2CCCC2)N(Cc2ccccc2)C(=O)c2snc(C(N)=O)c2N)cc1OC (configuration not stated)
    5, -12, 37, -1, 6, 1.9, -1, 23, 0.4
O=c1cc(CN2CCCCCCC2)c2ccccc2o1
    -12, x, -24, x, -7, x, -10, 0, x
C=CCn1c(N2CCCC2)nc2c1c(=O)[nH]c(=O)n2C
    3, 11*, -4, -6, -2, 0.4, -14, 9, -0.6
CC(=O)c1cccc(NC(=O)c2cnccn2)c1
    -3, -7, 2, -4, -2, 0.1, 8, -1, 1.0
O=C(CN1CCOCC1)NNc1nc(-c2ccccc2)c2cc(Br)ccc2n1
    9, 5, 19, -5, 0, 0.1, 5, 7, -0.9
c1ccc(COc2cccc(CN3CCN(c4ccccn4)CC3)c2)cc1
    -16, -7, 9, -36, -14, -1.4, -2, 9, -0.8
CCC(=O)c1c[nH]c(C(=O)N2CCN(c3ccccc3)CC2)c1
    5, -4, 5, -8, -5, 0.0, -5, 4, 0.1
COc1ccc(OC)c(C2SCCN2S(C)(=O)=O)c1 (configuration not stated)
    0, -1, 19, 9, -3, -0.1, 1, -1, 0.4
O=C1C2C(c3ccccc3)C=CC(c3ccccc3)C2C(=O)N1c1cccnc1 (configuration not stated)
    8, -9, -6, -21, -3, -1.6, -11, 7, -1.9
CCOC(=O)c1cc2c(=O)n3cccc(C)c3nc2n(CC(C)C)c1=NC(=O)c1ccco1
    4, 2, -37, -15, -5, -1.5, -8, 5, 1.1
CCC(=NCCc1ccccc1)C1=C(O)CCC1=O
    2, -4, 87*, -20, -2, -0.7, -20, 87*, -0.2
C=CCn1c(CNS(=O)(=O)c2ccc(Br)cc2)nnc1SC
    8, -4, -9, -4, -2, -0.4, -7, 2, -0.1
Cc1noc(C)c1CN(C(=S)NC(C)C)c1ccccc1
    7, 3, -9, -10, -12, -0.2, -3, 0, 0.2
c1ccc2c(c1)oc1c(Nc3ccc4c(c3)OCCO4)ncnc12
    2, 8, 14, -33, -5, -1.9, -4, 9, -1.5

Single entries from the results shown:
`CC(C)(C)n1nnnc1C(c1cccc(C(F)(F)F)c1)N1CCOCC1` (configuration not stated) in TAAR1 antag shows -21
`CCCS(=O)(=O)C/C(N)=N/OC(=O)c1ccc(Cl)cc1` in TAAR1 ag shows 0

Assay outcomes deposited in PubChem BioAssay by The Scripps Research Institute Molecular Screening Center.
